FBW7 act = FBW7 E3 ligase activators, primary screen, biochemical, AlphaScreen, human. F-box/WD repeat-containing protein 7 (Homo sapiens), Q969H0. AlphaScreen FBW7–phospho-cyclin E peptide binding, activator screen. normalized activity (activation), % at 26.1 µM. 650,000 compounds, 0.13% hits; in the data active means normalized activity above about 1.9%;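 further: purified mutant Fbw7 with reduced substrate affinity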
Target sequence (Q969H0 whole entry, looked up): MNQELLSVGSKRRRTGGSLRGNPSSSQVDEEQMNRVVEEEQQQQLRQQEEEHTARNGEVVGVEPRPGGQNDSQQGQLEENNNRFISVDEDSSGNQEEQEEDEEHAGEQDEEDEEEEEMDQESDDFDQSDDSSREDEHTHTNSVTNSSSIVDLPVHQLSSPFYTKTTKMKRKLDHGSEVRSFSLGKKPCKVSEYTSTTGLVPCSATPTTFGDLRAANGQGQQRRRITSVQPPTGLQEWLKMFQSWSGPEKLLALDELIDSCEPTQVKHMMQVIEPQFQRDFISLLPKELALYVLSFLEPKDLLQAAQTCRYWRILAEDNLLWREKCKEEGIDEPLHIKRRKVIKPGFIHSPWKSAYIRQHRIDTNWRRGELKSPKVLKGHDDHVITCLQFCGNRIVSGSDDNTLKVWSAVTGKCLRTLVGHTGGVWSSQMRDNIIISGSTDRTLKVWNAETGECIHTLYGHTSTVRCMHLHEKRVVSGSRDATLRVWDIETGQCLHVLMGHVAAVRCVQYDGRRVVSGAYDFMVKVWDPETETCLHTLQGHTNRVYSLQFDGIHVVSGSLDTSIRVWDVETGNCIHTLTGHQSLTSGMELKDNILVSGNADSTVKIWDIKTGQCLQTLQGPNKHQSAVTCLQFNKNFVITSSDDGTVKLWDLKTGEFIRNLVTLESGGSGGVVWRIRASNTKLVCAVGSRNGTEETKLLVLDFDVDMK
GPR151 ag = activators of human GPR151, primary screen, cell-based, PathHunter beta-arrestin, luminescence | G-protein coupled receptor 151 (Homo sapiens), Q8TDV0 | PathHunter beta-arrestin GPR151 cells | activation, % at 11.2 µM | 650,000 compounds, 1% hits; in the data active means activation above about 4.9%;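 further: 0% = median of compound wells and 100% = cells with positive control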
MITF inh = MITF inhibitors, primary screen, biochemical, AlphaScreen, human; AlphaScreen MITF homodimerization, bead proximity signal; inhibition, % at 2.6 µM; 650,000 compounds, 0.91% hits; AID 1259374, 2018; in the data active means inhibition above about 50%;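 further: 0% = vehicle wells with protein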
TEAD-YAP inh = TEAD-YAP interaction inhibition, primary screen, TEAD-YAP interaction inhibitor project, luminescence, HEK-TIYL cells; 640,000 compounds, 1.4% hits; AID 1259422, 2018; TEAD-Gal4/YAP UAS-luciferase luminescence; inhibition, % at 9.12 µM; in the data active means inhibition above about 32%;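 further: 0% = median of test compound wells and 100% = reference inhibitor wells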
* marks the source's active call; other numbers are inactive results.

SMILES	FBW7 act	GPR151 ag	MITF inh	TEAD-YAP inh
Cc1cc2cc(CNC(=O)CC3C(=O)NCCN3Cc3ccc(F)cc3Cl)ccc2[nH]1 (centres undefined)	-0.1	0.5	3	0
CC1(C)[C@H]2CC=C(CCNC3CCN(c4ccc(C(=O)N5CCOCC5)cc4)CC3)[C@@H]1C2	-0.1	-1.5	4	-6
COc1cccc(OC)c1CNc1nc(C)c(-c2ccn(CCN3CCCC3)n2)s1	-0.1	-1.2	-7	0
O=C(NC1CCCCC1)C1c2ccccc2C(=O)N2CCc3ccccc3C12 (centres undefined)	-0.1	1.2	-1	-12
S=C(NCc1ccccc1)C12CC3CC(CC(C3)C1)C2	-0.1	-0.2	2	-20
CCNC(=O)CNS(=O)(=O)c1ccc(I)cc1	0.1	1.2	-1	8
Cc1cc(C(F)(F)F)nc(NC(=O)NC(=O)c2cccc(F)c2)n1	0.2	-0.1	13	-12
O=C(NCCc1ccc(O)cc1)c1ccnc(-c2ccccc2)c1	0.3	-0.1	6	7
N#CC(C#N)=c1ccc(=C(c2ccc(NCCO)cc2)N2CCCCC2)cc1	-0.4	-0.5	10	-2
CCOc1ccc(OC(=O)c2ccc(C(=O)Oc3ccc(OCC)cc3)nc2)cc1	0.0	-1.1	-12	-6
Cc1ccc2ccc(C(Nc3ccccn3)c3cccc(Oc4ccccc4)c3)c(O)c2n1 (centres undefined)	-0.2	-0.6	2	10
COc1cccc(NC(=O)N2CCC3(CC2)OCc2cc(F)ccc2O3)c1	0.0	0.5	12	6
CCOC(=O)C1=C(CN2CCN(CC)CC2)NC(=O)NC1c1cc(C)ccc1C (centres undefined)	-0.1	7.5*	-21	-6
O=C(NC1CCCC1)C1CCN(c2nccs2)CC1	-0.1	-0.5	-14	1
COc1ccc(-c2noc(CC(=O)N3CCN(c4ccc(OC)cc4)CC3)n2)cc1	-0.1	0.7	-2	5
Cc1cccc(Oc2cc(NC(=O)c3cc4nc(-c5ccco5)cc(C(F)(F)F)n4n3)cc([N+](=O)[O-])c2)c1	-0.1	0.6	-12	-3
Cc1nc2nc(-c3ccc(Cl)cc3)cn2nc1C	0.3	-3.7	5	-18
CC(C)C[C@@H]1NC(=O)[C@@H]2C[C@H](NC(=O)c3cccnc3)CN2C1=O	0.1	-0.5	-4	-14
N#Cc1c(/N=c2\oc3ccccc3cc2C(=O)Nc2cccc(C(F)(F)F)c2)sc2c1CCCC2	0.0	-0.8	14	0
CN1C(=O)c2oc3ccc(Br)cc3c(=O)c2C1c1ccccn1 (centres undefined)	0.0	3.1	-26	1
Cc1ccc(/C=C2\N=C(c3ccc(C(C)(C)C)cc3)OC2=O)o1	0.1	1.0	22	9
CC(=O)Nc1ccc(Nc2nc(Nc3ccccc3)nc3c2ncn3Cc2ccc(C(F)(F)F)cc2)cc1	0.2	0.3	12	-1
Cc1[nH]c2ccccc2c1CCNC(=O)/C(=C/c1cccc(Br)c1)NC(=O)c1ccccc1	-0.2	1.3	8	-1
O=C(Nc1ccc(-c2nc3ccccc3o2)cc1)c1cc([N+](=O)[O-])ccc1Br	0.1	1.3	-6	30
CSc1cccc(CN2CCC(n3nccc3NC(=O)C3CC3)CC2)c1	0.3	0.1	2	18

The closing two records of the section above come first, to join the parts.
SMILES	FBW7 act	GPR151 ag	MITF inh	TEAD-YAP inh
O=C(Nc1ccc(-c2nc3ccccc3o2)cc1)c1cc([N+](=O)[O-])ccc1Br	0.1	1.3	-6	30
CSc1cccc(CN2CCC(n3nccc3NC(=O)C3CC3)CC2)c1	0.3	0.1	2	18
Cc1ccc(F)cc1NC(=O)Nc1ccccc1Cl	-0.1	-0.9	2	-4
COC(=O)c1ccc(Cl)c(NC(=O)CSc2ncn[nH]2)c1	-0.2	-0.9	-9	-3
Cc1n[nH]c(C)c1NC(=O)c1cc([N+](=O)[O-])ccc1Cl	-0.2	-1.6	-9	3
Cc1[nH]n(-c2cccc(Cl)c2)c(=O)c1C=Nc1ccc(S(=O)(=O)Nc2ccccc2)cc1	-0.2	-0.9	0	5
Cc1ccc(S(=O)(=O)C2(C(=O)N3CCCCCC3)CC2)cc1	0.1	-1.0	8	1
O=C(CSc1ccc(F)cc1)Nc1ccc(I)cc1	1.1	0.0	11	-59
COC(=O)c1ccc(C)c(NC(=O)CN(c2ccccc2Cl)S(C)(=O)=O)c1	0.1	4.0	12	-2
CN1CCN(C2CC(=O)N(c3ccc(Br)cc3)C2=O)CC1 (centres undefined)	0.1	0.6	7	-4
COc1ccc(OC)c(CN2CCN(Cc3ccccc3C(F)(F)F)CC2)c1	-0.2	-1.0	71*	-1
NS(=O)(=O)c1ccc(CCNC(=O)c2cccnc2)cc1	-0.1	-1.3	-13	-18
CC1(C)Cc2nc3sc(C(=O)NN)c(N)c3cc2CS1	-0.3	-0.8	-6	-57
CCN(C)c1cc(OC)c(C=O)cc1C	0.3	1.9	-13	3
Cc1c(C(N)=O)sc2ncn(Cc3ccccc3)c(=O)c12	-0.1	0.1	10	-15
Cc1cccc(C)c1NC(=O)c1ccccc1NC(=O)c1ccccc1	0.2	0.8	7	8
CCNC(=O)[C@@H]1C[C@H](NC2CCN(Cc3ccccc3)CC2)CN1C/C=C/c1ccccc1	-0.3	1.0	5	5
CNC(=O)c1ccc(CN2CCC(Cc3ccccc3)CC2)cc1	0.8	-1.1	18	-6
COc1cc(/C=C/c2ccc3ccccc3n2)ccc1OCC(=O)O	0.1	-2.3	-4	0
COc1ccc(-c2ncc(C)c(NCc3cccnc3)n2)cc1	-0.1	-0.9	0	-4
CCOc1ccc2c(c1)ncn2C	0.0	-0.8	8	1
c1ccc(CNCc2cn(-c3ccccc3)nc2-c2ccncc2)cc1	-0.1	-0.5	-8	-2
CC(C)(O)CCOC(=O)Nc1ccccc1	-0.2	-0.4	-12	-42
CCCc1cc(=O)[nH]c(SCC(=O)Nc2ccc(C#N)cc2)n1	0.1	-0.3	8	3
C/C(=N\NC(=O)C1CC1c1ccccc1)c1c(O)cc(C)oc1=O (centres undefined)	0.5	-0.8	8	7
COc1ccccc1-n1cc(CN2CCN3C(=O)[C@@H]4CCCN4C(=O)[C@H]3C2)cn1	-0.2	-0.6	-12	5
N#C/C(=C\c1cn(Cc2ccccc2)c2ccccc12)c1nc2ccccc2[nH]1	0.2	1.5	-9	0
(next part)
SMILES	FBW7 act	GPR151 ag	MITF inh	TEAD-YAP inh
COc1ccc(S(=O)(=O)/N=C2/C=C(Nc3ccccc3OC)C(=O)c3ccccc32)cc1	-0.4	-1.7	57*	-3
O=C(O)c1ccc2c(c1)C(=O)N(c1ccc(-c3ccnc(-c4ccc(N5C(=O)c6ccc(C(=O)O)cc6C5=O)cc4)n3)cc1)C2=O	-0.1	0.2	-5	-1
CCN1CCN(c2cc(C)c3cc(NC(=O)C(C)Oc4ccc(Cl)cc4Cl)ccc3n2)CC1 (centres undefined)	0.3	0.3	-14	5
Cc1ccc2cccc(NC(=S)NC(=O)c3ccco3)c2n1	0.0	0.4	7	-1
COc1ccc(NC(=O)Cc2cccc3ccccc23)cc1	-0.1	-0.5	-4	-7
CN1CCN(S(=O)(=O)c2ccc3[nH]cc(C(=O)NCCc4ccccc4)c(=O)c3c2)CC1	0.1	-1.1	2	0
Cc1ccc(SC(C)C(=O)O/N=C(\N)c2ccncc2)cc1 (centres undefined)	0.1	-1.8	2	-8
COc1ccc(C(=O)NC(=S)N2CCCCC2)cc1[N+](=O)[O-]	0.1	0.3	4	6
FC(F)(F)c1cc(-c2ccco2)nc2oc(OCc3ccncc3)nc12	-0.1	-0.2	-2	1
Cc1ccccc1-n1c(=S)sc2c1nc(SCC(=O)O)n1c3ccccc3nc21	-0.1	2.8	-18	1
CC1=C(C(=O)OCc2ccccc2)C(c2ccc(C)s2)NC(=O)N1 (centres undefined)	0.1	-1.0	7	-7
CCOc1ccc(N(C)S(=O)(=O)c2ccc(Cl)cc2)cc1	0.0	1.7	13	5
CC(=O)Nc1ccc(NC(=O)CSc2ccc3nc(-c4ccccc4)cn3n2)cc1	0.0	-2.4	-8	-62
NC(=O)CSc1nnc2cc(-c3ccccc3)nc(N)n12	1.0	-1.0	16	-9
N#C/C(=C(/O)CN1C(=O)C(=O)N(C2CCCC2)C1=O)c1nc2ccccc2[nH]1	-0.1	2.4	-3	-3
O=C(CN1CC(c2ccccc2)CC1=O)Nc1ccc2c(c1)OCO2 (centres undefined)	0.0	-0.9	-5	-1
CCOC(=O)CNC(=O)/C=C/c1ccc(C)cc1	0.0	-0.7	16	4
CCCOC(=O)c1[nH]c2c(c1C)C(=O)CC(c1cccs1)C2 (centres undefined)	0.6	0.2	14	55*
NS(=O)(=O)c1ccc(N2C(=O)c3ccc([N+](=O)[O-])cc3C2=O)cc1	0.3	0.3	10	7
Cc1ccc(C(=O)OCc2ccc(C#N)cc2)s1	-0.2	-0.4	-10	-8
O=C(CSc1ccnc(=O)[nH]1)Nc1ccc(C(F)(F)F)cc1	-0.1	1.4	-1	15
CC(C)(C)NC(=O)C(c1ccc(F)cc1)N(Cc1ccccc1F)C(=O)c1csnn1 (centres undefined)	0.0	0.4	22	3
COc1ccc(/C=N/NC(=O)CNc2cccc(Cl)c2)c(OC)c1	0.0	-0.2	6	2
O=C(O)c1cccc(COc2ccc(I)cc2)c1	0.0	-7.6	-5	65*
Cc1ccc(C(C)C)c(OCCCn2ccnc2)c1	0.2	4.9*	10	-10
(further entries)
SMILES	FBW7 act	GPR151 ag	MITF inh	TEAD-YAP inh
CC(=O)Nc1ccccc1OS(=O)(=O)c1cccc(C(C)=O)c1	0.0	0.0	1	-2
O=C(NC1CCCC1)C1c2ccccc2C(=O)N1C1CCCC1 (centres undefined)	0.0	1.2	-1	4
O=C(Oc1ccc(/C=N/NS(=O)(=O)c2ccc(Cl)cc2)cc1)c1ccco1	0.0	0.5	-6	1
CCN(CC)CCNC(=O)CN1C(=O)/C(=C\c2ccc(Cl)cc2)Sc2ccccc21	-0.3	0.3	5	-5
CCOc1ccc(C(=O)NCC(=O)OCC#N)cc1	-0.3	0.6	-8	1
CCOC(=O)COc1ccc(=O)n(-c2ccccc2)n1	-0.1	0.9	-4	7
COc1ccc2c(C)nc(N3CCC(N(CCO)Cc4ccccc4)CC3)nc2c1	0.0	0.3	-2	10
Cc1sc2nc(SCC(=O)c3ccc(Cl)cc3)[nH]c(=O)c2c1C	-0.2	-1.2	7	2
COC(=O)C1=C(C(=O)c2ccccc2)C(c2ccc(O)c(OC)c2)n2nnnc2N1 (centres undefined)	0.1	-0.6	10	1
N#Cc1c(NC(=O)CN2C(=O)C3CC=C(Cl)CC3C2=O)sc2c1CCCC2 (centres undefined)	-0.1	0.4	4	-5
CC1(C)CC(=O)C2=C(C1)N(c1ccc([N+](=O)[O-])cc1)C(N)=C(C#N)C2c1ccc(C(C)(C)C)s1 (centres undefined)	-0.1	-0.5	2	5
CCOC(=O)c1c(NC(=O)C(C)Oc2ccc(OC)cc2)sc2c1CCC2 (centres undefined)	-0.6	-1.2	11	-5
CC(=O)Nc1ccc(S(=O)(=O)Nc2ccc(C(C)=O)cc2)cc1	0.0	-0.4	16	-1
CCOC(=O)c1ccc(NC(=O)CN(c2ccccc2CC)S(C)(=O)=O)cc1	-0.1	0.1	6	3
CCOC(=O)C1CCCCN1Cc1cccc([N+](=O)[O-])c1 (centres undefined)	-0.1	-1.1	-9	-13
NNC(=O)Cn1cnc2ccccc2c1=O	0.1	1.1	-3	-1
O=C(CCc1ccccc1)N/N=C/c1ccc(F)cc1	0.0	3.9	-4	-5
CCNC(=O)N1CCCC(c2nnc(-c3ccc4c(c3)OCO4)o2)C1 (centres undefined)	0.0	0.3	-5	-21

Of the compounds above, 5 have a furan ring, fused or not.
SMILES	FBW7 act	GPR151 ag	MITF inh	TEAD-YAP inh
Cc1cccc(Oc2cc(NC(=O)c3cc4nc(-c5ccco5)cc(C(F)(F)F)n4n3)cc([N+](=O)[O-])c2)c1	-0.1	0.6	-12	-3
Cc1ccc(/C=C2\N=C(c3ccc(C(C)(C)C)cc3)OC2=O)o1	0.1	1.0	22	9
Cc1ccc2cccc(NC(=S)NC(=O)c3ccco3)c2n1	0.0	0.4	7	-1
FC(F)(F)c1cc(-c2ccco2)nc2oc(OCc3ccncc3)nc12	-0.1	-0.2	-2	1
O=C(Oc1ccc(/C=N/NS(=O)(=O)c2ccc(Cl)cc2)cc1)c1ccco1	0.0	0.5	-6	1

Retrieved one by one from above:
SMILES	FBW7 act	GPR151 ag	MITF inh	TEAD-YAP inh
COc1ccc2c(C)nc(N3CCC(N(CCO)Cc4ccccc4)CC3)nc2c1	0.0	0.3	-2	10
CC(=O)Nc1ccccc1OS(=O)(=O)c1cccc(C(C)=O)c1	0.0	0.0	1	-2
